# aDG glyco up: alpha-DG glycosylation activation; Pro5-aDG cells, alpha-DG glycosylation AlphaScreen (IIH6); 0% Pro5, 100% B10-LARGE cell signal; activation, % at 10 µM; 360,000 compounds, 0.22% hits;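 active means activation of at least 8% versus controls, or a plate z-score of at least 8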;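 further: Pro5 are CHO cells carrying HIG-tagged alpha-DG that lacks glycosylation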
# Peg3 prom inh: reduces Peg3 promoter-driven luciferase expression in HeLa. HeLa PEG-Prom luciferase reporter, luminescence, overnight. inhibition, % at 20 µM. 360,000 compounds, 1.7% hits;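 active means inhibition of at least 50% at 20 µM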
# CF NFkB block: inhibitors of cystic fibrosis induced NF-kB | KKLEB NF-kB-GFP reporter, PAF-induced, GFP fluorescence overnight | inhibition, % at 5 µM | 360,000 compounds, 0.86% hits;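 active means at least 50% inhibition at 5 µM, scaled per plate between neutral and stimulator controls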;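 further: PAF is a Pseudomonas aeruginosa culture filtrate used as stimulus; plate controls were PAF-stimulated DMSO wells for no effect and unstimulated DMSO wells for full effect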
# MITF TRPM1 inh: inhibitors of MITF-driven TRPM1 promoter in melanoma cells. AID 488899. inhibition, % at 12.5 µM. 330,000 compounds, 0.83% hits. SK-MEL-5 TRPM1 promoter luciferase, 24 h;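 active means mean inhibition across replicates of 60% or more, whatever share of single replicates reaches that level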; further: values of inactives mirror those of a sister screen read the other way
# hiPSC survival: increases survival of single human iPS cells; hiPSC single-cell survival, ATPlite luminescence; 100% = ROCK inhibitor wells, 0% = DMSO; survival enhancement, % at 20 µM; 360,000 compounds, 0.044% hits; AID 602274; in the data active means survival enhancement above about 18%;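 further: cells exposed to compounds for 16 hours before the ATP read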
# NR2E3 ag-1: NR2E3 (human) agonism; Q9Y5X4; GST-NR2E3/biotin-RetCOR TR-FRET, 1536-well; inhibition of corepressor binding, % at 4.78 µM; 320,000 compounds, 0.12% hits; AID 2300;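 active means percent inhibition above the cutoff of mean plus 3 SD of all tested compounds, set per screening campaign, cut at about 20% in these data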;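 further: 0% = DMSO wells and 100% = biotin wells as full block of FRET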
# Target sequence (Q9Y5X4 whole entry, looked up): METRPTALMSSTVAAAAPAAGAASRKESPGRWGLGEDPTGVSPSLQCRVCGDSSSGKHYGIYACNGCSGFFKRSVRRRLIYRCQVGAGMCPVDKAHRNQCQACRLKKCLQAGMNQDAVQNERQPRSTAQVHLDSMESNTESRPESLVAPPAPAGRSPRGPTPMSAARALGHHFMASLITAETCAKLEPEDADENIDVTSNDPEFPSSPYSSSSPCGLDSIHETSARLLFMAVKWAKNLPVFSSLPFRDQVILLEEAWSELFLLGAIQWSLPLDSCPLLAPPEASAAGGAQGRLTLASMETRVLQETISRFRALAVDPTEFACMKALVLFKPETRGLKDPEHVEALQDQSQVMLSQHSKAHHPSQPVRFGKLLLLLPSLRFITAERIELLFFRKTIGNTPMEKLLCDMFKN
#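 system = GST-tagged NR2E3 plus biotinylated RetCOR corepressor | input = 1.35 nM GST-NR2E3 | also added = 7 nM biotin-RetCOR | schedule = 5 h incubation at 4 °C | measured by = TR-FRET with europium anti-GST and streptavidin-D2, 340 nm excitation | read-out = percent loss of FRET ratio relative to control wells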
# Shn3 inh set2: Schnurri-3 reporter inhibition in Clone20 osteoblasts; Clone20 osteoblast Shn3 3'UTR firefly luciferase, 24 h; inhibition, % at 12.5 µM; 360,000 compounds, 0.52% hits; AID 588674;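 active means mean inhibition of at least 75% with every replicate also reaching 75%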;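 further: 0% = median of neutral control wells and 100% = pilot-screen positive control compound; some compounds past the cut are filed as inactive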
# KKLEB cytotox: CF airway cell cytotoxicity counter-screen. KKLEB CF airway cells viability, ATPlite luminescence, overnight; hits give low values; cells stimulated with P. aeruginosa culture filtrate. activity change (cytotoxicity), % at 5 µM. 360,000 compounds, 0.36% hits. AID 602141;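 active means corrected activity change at or below -50% at 5 µM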
# NR2E3 ag-2: human photoreceptor-specific nuclear receptor agonism. 360,000 compounds, 0.35% hits. AID 602229. Q9Y5X4. inhibition of corepressor binding, % at 3.98 µM. CHO-S Gal4-NCOR/VP16-NR2E3 two-hybrid, luciferase;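 active means inhibition above the mean of all tested compounds plus 3 SD, cut at about 70% in these data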;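 further: 0% = DMSO with NR2E3 transfected cells and 100% = cells lacking NR2E3 construct; higher means lower luciferase signal from less NR2E3 corepressor binding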
# HIF-2a inh: blocks HIF-2a reporter activity. 786-0 RCC cells HIF-2a reporter, luciferase luminescence, overnight. AID 624352. inhibition, % at 18.8 µM. 360,000 compounds, 0.72% hits;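 active means inhibition of the luminescence signal of 40% or more relative to plate controls, in a single-dose primary screen at 18.75 µM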
# TWEAK Fn14 block: inhibitors of TWEAK-Fn14 interaction signaling; TWEAK-stimulated Fn14 reporter cells, luciferase luminescence, 8 h; inhibition, % at 10 µM; 360,000 compounds, 2% hits; AID 1159606; in the data active means inhibition above about 50%
# * hit, by the source's call; nt = no result given.
# Start of the listing, in advance (three entries):
SMILES,aDG glyco up,Peg3 prom inh,CF NFkB block,MITF TRPM1 inh,hiPSC survival,NR2E3 ag-1,Shn3 inh set2,KKLEB cytotox,NR2E3 ag-2,HIF-2a inh,TWEAK Fn14 block
Cc1nc(SCC(=O)N2c3ccccc3Sc3ccccc32)n[nH]1,0.0,-4,19,12,-1.8,-1,nt,0,-19,10,19
c1ccc2c(c1)Oc1cccc3cccc-2c13,-0.1,-20,-4,-10,-0.6,0,-10,-3,-5,-60,2
O=C1C2C3C=CC(CC3)C2C(=O)N1c1nccs1 (stereo not drawn),-0.1,-6,-2,7,1.9,0,0,12,-14,-4,15

# The whole of this part (from the top)
SMILES,aDG glyco up,Peg3 prom inh,CF NFkB block,MITF TRPM1 inh,hiPSC survival,NR2E3 ag-1,Shn3 inh set2,KKLEB cytotox,NR2E3 ag-2,HIF-2a inh,TWEAK Fn14 block
Cc1nc(SCC(=O)N2c3ccccc3Sc3ccccc32)n[nH]1,0.0,-4,19,12,-1.8,-1,nt,0,-19,10,19
c1ccc2c(c1)Oc1cccc3cccc-2c13,-0.1,-20,-4,-10,-0.6,0,-10,-3,-5,-60,2
O=C1C2C3C=CC(CC3)C2C(=O)N1c1nccs1 (stereo not drawn),-0.1,-6,-2,7,1.9,0,0,12,-14,-4,15
C=CCSc1nc2ccccc2n1S(=O)(=O)c1ccc(C)cc1,-0.2,-15,-5,-10,4.3,-1,-17,13,-2,-31,-14
C[C@H](CO)N1C[C@H](C)[C@@H](CN(C)C(=O)Nc2ccccc2)Oc2ccc(NC(=O)NC3CCCCC3)cc2C1=O,0.1,-10,-17,-7,-3.7,nt,-4,6,-1,4,-16
CC(C)[C@H](NS(=O)(=O)c1cccc(C(F)(F)F)c1)C(=O)OCC(=O)NC(=O)NCc1ccco1,0.4,18,21,7,-0.5,nt,19,-7,-24,17,15
Cc1cc(C)cc(N2CN=C3SCC(=O)N3C2)c1,-0.6,12,-8,-6,-1.6,-2,3,7,-16,2,-7
CCN(C(=O)COC(=O)CNC(=O)c1cccc(C)c1)c1c(N)n(Cc2ccccc2)c(=O)[nH]c1=O,0.0,0,12,-5,0.2,0,-8,-7,-19,8,-20
Cc1cc(C)nc(SCC(=O)c2ccc(Cl)cc2)n1,0.1,-32,-25,-1,-0.4,-5,-21,-2,1,-27,-1
CC(=O)Nc1ccc(CN(C)c2c(C)nc3ccc(C(=O)N(C)Cc4ccccc4)cn23)cc1,0.1,11,-1,nt,-3.1,nt,-1,2,11,9,-31
CC(C)n1nnnc1C1c2ccccc2C(=O)N1C1CC1 (stereo not drawn),0.4,nt,nt,nt,-0.1,nt,nt,nt,9,-2,0
Cc1sc2nc3n(c(=O)c2c1C)CCCCC3,-0.5,-19,15,-12,-4.5,2,-1,-4,-6,-39,-32
O=C(CN1CCC2(CC1)OCCO2)c1ccc2cc[nH]c2c1,-0.2,-7,-11,-11,-3.1,2,-19,-7,-30,-25,7
CCOC(=O)CCc1c(C)c2ccc(OCc3cc([N+](=O)[O-])ccc3OC)cc2oc1=O,0.1,0,3,9,0.3,-2,0,-54*,-17,18,4
COC(=O)C(Cc1ccccc1)NC(=O)c1ccc(C)cc1 (stereo not drawn),0.1,-166,9,-3,-2.5,5,2,3,23,-5,-22
COc1cccc(NC(=O)C2c3cc(OC)c(OC)cc3C(=O)N(C)C2c2cccnc2)c1 (stereo not drawn),0.2,19,-29,1,6.7,-2,-11,4,-13,11,-4
Cc1occc1-c1nnc(SCC(=O)c2ccccc2)n1CC1CCCO1 (stereo not drawn),0.2,-4,14,5,4.6,-1,-8,-7,-30,8,5
Cc1ccc(/C=N/n2c(-c3ccc(Cl)cc3)n[nH]c2=S)s1,-0.1,17,-8,-2,0.8,3,11,-15,10,8,3
O=C(CCCN1C(=O)/C(=C/c2ccccc2Cl)SC1=S)Nc1cccnc1,0.3,71*,-10,5,0.5,-1,19,6,44,0,11
COc1ccc(-c2noc(C3CCCN(S(=O)(=O)c4ccc(C)c(Cl)c4)C3)n2)cc1OC (stereo not drawn),0.2,-3,13,17,0.3,-1,10,-27,-36,9,3
COc1ccc(NC(=O)N(C)C[C@H]2Oc3ccc(NC(=O)C4CC4)cc3CC(=O)N([C@@H](C)CO)C[C@@H]2C)cc1,0.0,-6,-3,5,-0.7,nt,7,0,7,4,-15
CC(C)n1ncc2c(C(=O)N3CCN(c4ccccc4)CC3)cc(-c3ccccc3)nc21,-0.6,31,4,9,0.8,3,13,-3,18,1,-6
COc1cccc(CN2CC(C(=O)N(C)Cc3ccc(C)cc3)CCC2=O)c1 (stereo not drawn),0.1,-50,9,-4,0.0,2,-17,-10,-60,-66,15
Cc1ccc(C(C)C)c(OCc2nnc(SCC(=O)Nc3nccs3)n2C)c1,0.3,3,16,7,-1.6,2,10,-23,-1,14,7
O=S(=O)(Cc1cccc(C(F)(F)F)c1)c1ncn[nH]1,0.0,5,3,-5,-0.4,1,-3,-6,3,7,3
# (next part)
SMILES,aDG glyco up,Peg3 prom inh,CF NFkB block,MITF TRPM1 inh,hiPSC survival,NR2E3 ag-1,Shn3 inh set2,KKLEB cytotox,NR2E3 ag-2,HIF-2a inh,TWEAK Fn14 block
CC(C)c1c(C(=O)N/N=C/C2CC=CCC2)nnn1-c1nonc1N (stereo not drawn),0.3,2,24,-2,-0.3,-1,-13,-8,-18,6,13
Cc1cc(C(=O)N2CCc3ccccc32)c2cc(F)ccc2n1,-0.1,-66,2,-2,0.0,2,-15,1,-95,-65,-16
CCOC(=O)c1c(C)cc(C)n2c1nc1ccccc12,0.1,-1,-14,2,2.5,1,2,4,-20,-5,8
O=C(CSc1nnnn1-c1ccccc1)Nc1ncc2c(n1)CC(c1ccccc1)CC2=O (stereo not drawn),-0.1,12,13,-1,2.5,2,-8,-9,-14,-6,11
COc1cccc(/C=N\Nc2nncc(-c3ccccc3)n2)c1,-0.1,-68,19,-24,-2.4,-1,-14,-22,-2,-53,-13
CCOC(=O)/C=C1\SCC(=O)N1CC(=O)Nc1ccc(OC)c(OC)c1,0.2,4,-14,10,0.6,3,-21,3,-20,7,0
O=C(CSc1nc2ccc(Cl)cc2[nH]1)NCc1ccco1,0.3,-4,6,-6,-0.1,3,1,-23,-12,0,3
O=C1CN(CN2CCCCC2)C(=O)CN1CN1CCCCC1,0.0,-1,7,nt,-0.4,nt,-6,4,17,9,11
O=C(Nc1cc(S(=O)(=O)N2CCOCC2)ccc1OCC(F)(F)F)C1=COCCO1,-0.2,4,-31,-6,-0.3,0,-9,0,8,5,-31
CCC1CCc2c([nH]c3ccccc3c2=O)O1 (stereo not drawn),0.5,-13,7,-4,-1.4,-4,-18,1,-22,0,7
COc1ccc(N(C)S(=O)(=O)c2cccc(C(=O)N(C)Cc3ccc(C)o3)c2)cc1,-0.1,18,6,1,-0.4,3,26,0,-6,16,-4
O=C(CSc1ncn[nH]1)Nc1c(Br)cc([N+](=O)[O-])cc1Br,0.3,17,5,-3,-0.5,1,-12,-6,-6,13,-2
COc1cc2c(cc1OC)C(=O)N1[C@H]3c4cc(Cl)ccc4OC[C@@H]3[C@H](c3ccccc3)[C@]1(C)C(=O)N2,0.3,-2,10,16,-2.1,0,0,1,13,25,18
CC(=O)N1CCN(c2ccc(NC(=O)c3ccc([N+](=O)[O-])cc3)cc2)CC1,-0.2,-6,-18,-8,0.3,3,-17,7,-1,11,-26
CC1CC(=S)Nc2ccccc2N1C(=O)Nc1ccccc1 (stereo not drawn),-0.1,4,-6,13,1.3,-1,-1,2,18,1,13
Cc1cc(C)c2sc(N(CCN(C)C)C(=O)c3ccc4ccccc4c3)nc2c1,0.3,-36,8,-4,0.1,2,15,-14,-42,7,-30
C/[N+]([O-])=C\CC(=O)c1ccc(-c2ccccc2)cc1,0.5,2,7,-6,0.8,2,10,6,-6,14,-5
O=[N+]([O-])c1cccnc1N1CCOCC1,-0.2,13,-1,7,-0.6,-2,-1,4,17,1,-10
CCN1CCN(CC(=O)NC2CCCC2)C(=O)C1=O,0.0,5,22,-8,0.7,1,9,-10,-28,8,-1
CN(C(=O)CSc1ncnc2sccc12)C1CCCCC1,0.0,-279,-16,-74,-0.1,3,-42,0,-72,-233,-12
O=C(NCC1CCCO1)c1onc(CSc2ccc(F)cc2)c1C(=O)O (stereo not drawn),-0.2,0,-30,1,-1.0,0,-1,1,-18,1,20
CCC(C)(C(=O)NC1CCCCC1)N(Cc1cccs1)C(=O)CC1NC(=O)NC1=O (stereo not drawn),0.1,3,16,-1,2.6,-1,26,-4,-3,18,-1
CCOC(=O)c1cccc(NC(=O)c2cc3sccc3n2C)c1,0.4,-224,-32,-26,-0.2,2,-37,20,-128,-220,17
Cc1cc(Cl)nc2c(C(C)C)cccc12,-0.3,16,-11,-5,-1.3,-1,-16,7,14,11,15
CCSc1nnc([C@H](Cc2c[nH]c3ccccc23)NC(=O)OC(C)(C)C)o1,0.4,2,-8,7,2.1,1,7,-22,2,-22,8
# (more compounds)
SMILES,aDG glyco up,Peg3 prom inh,CF NFkB block,MITF TRPM1 inh,hiPSC survival,NR2E3 ag-1,Shn3 inh set2,KKLEB cytotox,NR2E3 ag-2,HIF-2a inh,TWEAK Fn14 block
CCOc1ccc(NC(=O)Nc2ccc3nsnc3c2)cc1,0.8,-219,-8,-73,1.8,-4,-5,3,-31,-216,5
CCN1CCN(C(=S)Nc2ccccc2Cl)CC1,-0.2,-7,-1,7,1.1,2,-3,-2,5,14,-15
COCCN(CCOC)S(=O)(=O)c1ccc(C(=O)Nc2ccc([N+](=O)[O-])cc2OC)cc1,-0.1,14,-6,1,0.2,2,9,-6,18,18,-16
CCOc1ccc(C2=Nn3cnnc3SC2)cc1,0.0,-21,-7,11,-0.7,1,-13,1,-13,-16,-23
O=C(Nc1ccc(NC(=O)c2sc3ccccc3c2Cl)cc1Cl)c1ccco1,-0.4,-42,-8,7,2.9,-4,12,-8,-34,-169,-63
CCC(=O)c1ccc(OCc2ccc(C(=O)OC)o2)c(OC)c1,0.3,-48,4,-8,-0.4,0,-1,-1,-28,-32,-8
CCn1c(SCC(=O)N(C)C2CCS(=O)(=O)C2)nnc1-c1cccs1 (stereo not drawn),-0.1,2,-14,6,0.0,-5,0,6,-13,11,0
C=CCc1ccc(OCC(O)COCC)c(OC)c1 (stereo not drawn),0.5,-156,-5,-94,-0.7,0,-87,-12,-124,-168,1
COc1ccc(C(CNC(=O)c2cccc(S(=O)(=O)N3CCCCC3)c2)N2CCCC2)cc1 (stereo not drawn),0.3,-3,2,-31,-0.1,2,5,8,-3,11,-2
CSc1ccccc1C(=O)Nc1ncc(C)s1,0.1,-68,-5,-13,-2.3,-3,-2,0,-17,-88,-35
Cn1c(NCCCO)nc2c(c1=O)C1(CCCCC1)Cc1ccccc1-2,-0.4,14,8,-10,4.6,2,3,1,-26,28,-17
O=C(Cn1cc(COc2ccc(Cl)c(Cl)c2)nn1)NS(=O)(=O)c1ccccc1C(F)(F)F,0.2,-7,-7,nt,-3.6,nt,-24,4,9,4,3

# Compound activity from PubChem BioAssay.

# Compounds were not picked by outcome; 4.4% or so of the library scored in one or more.
